# NOD2 inhibition: NOD2 signaling inhibitors, cell-based, luminescence, uHTS, HEK293 (AID 1566); HEK293 NOD2/NF-kB luciferase reporter, luminescence; higher % means a stronger effect; inhibition, % at 4 µM, or EC50 in µM where a hit was titrated; 290,000 compounds, 0.63% hits; also: many of its hits are not listed in these tables
# GPR55 beta-arrestin: selective activators of receptor GPR55 – imaging, U2OS cells, beta-arrestin-GFP redistribution, primary screen (AID 1961); U2OS GPR55 beta-arrestin-GFP redistribution imaging; higher % means a stronger effect; 290,000 compounds, 0.048% hits; one-dose activation, % at 10 µM; EC50 in µM for titrated hits;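 active = activation above 40% with more than 50 cells counted in the well; inconclusive = wells holding fewer than 50 cells, flagged as toxic or sparse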;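 also: U2OS osteosarcoma cells stably expressing GPR55 and beta-arrestin-GFP; plate controls were DMSO negative control for no effect and LPI positive control for full effect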
# KOR beta-arrestin-1: kappa opioid receptor blockers – cell-based, luminescence, uHTS (AID 1778); KOR beta-arrestin recruitment, luminescence, antagonist mode; higher % means a stronger effect; inhibition, % at 10 µM; hits with a dose series show IC50 in µM; 290,000 compounds, 0.091% hits; also: strong numbers were not always called active
# GPR35 arrestin U2OS: inhibition of zaprinast-stimulated GPR35 beta-arrestin translocation – imaging, U2OS, beta-arrestin-GFP, zaprinast agonist, primary screen (AID 2058); inhibition, % at 10 µM; hits with a dose series show IC50 in µM; U2OS GPR35 beta-arrestin-GFP translocation imaging, zaprinast antagonism; higher % means a stronger effect; 290,000 compounds, 0.052% hits;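 active = inhibition of at least 50% with at least 30 cells and total cytoplasm GFP at most 10,000,000; inconclusive = under 30 cells or total GFP of 10,000,000 plus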
# GPR55 LPI antagonism: inhibition of LPI-stimulated GPR55 beta-arrestin translocation – imaging, U2OS, beta-arrestin-GFP, LPI agonist, primary screen (AID 2013). inhibition, % at 10 µM, or IC50 in µM where a hit was titrated. 290,000 compounds, 0.13% hits. U2OS GPR55 beta-arrestin-GFP translocation imaging, LPI antagonism; higher % means a stronger effect;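 active = spots per cell inhibited over 60%, with over 100 cells counted and total cytoplasm intensity under 500,000; inconclusive = wells with under 100 cells, flagged as likely toxic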;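 also: U2OS cells stably carrying GPR55 and arrestin-GFP stimulated by 5 µM LPI near EC80; imaged beta-arrestin-GFP aggregate spots per cell after agonist stimulation; plate controls were LPI-stimulated DMSO wells for no effect and DMSO wells without LPI for full effect; some results filed as inactive read as strong as hits; confirmed hits need IC50 under 10 µM and bright autofluorescent wells are also inconclusive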
# KOR beta-arrestin-2: KOR agonists, beta-arrestin recruitment, primary screen, cell-based, luminescence, uHTS (AID 1777); KOR beta-arrestin recruitment, luminescence; higher % means a stronger effect; activation, % at 10 µM; hits with a dose series show EC50 in µM; 280,000 compounds, 0.02% hits; in the data active = activation above about 50%, passing the limit was not always enough; also: a part of the inactive calls stands beside numbers as strong as those of hits
# NOD1 NF-kB reporter: NOD1 signaling inhibitors, primary screen, cell-based, luminescence, uHTS (AID 1578) | NOD1-driven NF-kB luciferase reporter cells, luminescence; higher % means a stronger effect | inhibition, % at 4 µM; hits with a dose series show EC50 in µM | 290,000 compounds, 1% hits; in the data active = inhibition mostly above about 36%, no sharp cut-off; inactive = mostly below about 34%;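 also: HEK-293T reporter cells stimulated with the NOD1 agonist gamma-tri-DAP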
# Myeloid diff MLP: promotes myeloid progenitor differentiation; calls only at 10 µM; 360,000 compounds, 1% hits; ER-HoxA9 myeloid progenitors, lysozyme-GFP differentiation, flow cytometry;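 active = normalized GFP-positive differentiation at or above the plate's own cutoff, the solvent-only control mean plus 3 SD; inconclusive = no clear call, values can overlap the other calls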;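 also: cells exposed to compound for four days before flow analysis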
# HIV peptide binding: inhibitors of HIV fusion peptide binding, primary screen, biochemical, uHTS, fluorescence dequenching (AID 1986); cell-free peptide binding, fluorescence dequenching, 30 min; higher % means a stronger effect; 290,000 compounds, 0.3% hits; one-dose inhibition, % at 20 µM; IC50 in µM for titrated hits; in the data active = inhibition mostly above about 52%, no sharp cut-off; inactive = mostly below about 76%; also: some results filed as inactive read as strong as hits
# Myeloid diff MLP GFP+ MAC1+ %: also measured in Myeloid diff MLP; calls as there; GFP+ MAC1+ double positive, %; measured here: differentiation confirmed by MAC1 staining
# Numbers without * were called inactive; i = inactive; ? = inconclusive; . = not tested or not shown; [ ] = dose if it differs, or a comment. Rule as the data show it, unless noted: active = inhibition above about 50%; inactive = the rest. Not all compounds are listed (hit frequency here may not be typical).
# Under each structure – NOD2 inhibition	GPR55 beta-arrestin	KOR beta-arrestin-1	GPR35 arrestin U2OS	GPR55 LPI antagonism	KOR beta-arrestin-2	NOD1 NF-kB reporter	Myeloid diff MLP	Myeloid diff MLP GFP+ MAC1+ %	HIV peptide binding
- S=C(NCc1cccnc1)Nc1cc(Cl)cc(Cl)c1
    -18.3%	0.2%	14.9%	-5.4%	1.8%	-6.3%	-5.6%	i	0.2	0.6%
- O=C(NC1CCCCC1)c1cc(Cl)nc2ccccc12
    9.6%	1.1%	-18.6%	-9.2%	-4.5%	5.0%	-18.9%	i	0.5	-0.9%
- COc1sc(SC)cc1/C=N/NC(=O)c1ccncc1
    12.3%	-0.4%	-11.7%	-1.5%	3.1%	0.3%	-16.5%	i	0.3	0.2%
- Cc1cccc(NCc2cc(Cl)ccc2O)n1
    6.7%	0.4%	-7.4%	1.3%	5.6%	0.6%	-13.8%	i	4.6	-2.3%
- O=C(Nc1ncc2c(n1)-c1ccccc1CC2)c1ccc(F)cc1
    5.3%	0.0%	-44.6%	-4.9%	-5.0%	0.6%	11.2%	i	0.6	-0.6%
- CCOC(=O)Cc1csc(SCC(=O)Nc2sc3c(c2C(N)=O)CCC3)n1
    16.8%	-0.1%	5.4%	-13.1%	-10.0%	0.4%	7.4%	i	0.2	1.9%
- COc1ccc(N2CCN(CCCNC(=O)CCC(=O)N3CCOc4ccc(Cl)cc43)CC2)cc1
    9.8%	0.0%	-25.4%	-2.9%	5.6%	-2.9%	-17.0%	i	0.9	0.8%
- CC1=NN(C(=O)COc2ccccc2C)C(O)(c2ccc(Cl)cc2)C1 (stereo unspecified)
    -14.6%	-0.1%	1.6%	-10.4%	1.3%	1.3%	-20.8%	i	0.3	0.3%
- CCN(CC(=O)NC1CCCCC1)S(=O)(=O)c1ccc(Cl)cc1
    7.5%	0.0%	-8.8%	-14.2%	4.6%	1.6%	-1.6%	i	1.3	0.3%
- CCc1nnc(NS(=O)(=O)c2ccc(NS(=O)(=O)c3ccc(NC(C)=O)cc3)cc2)s1
    1.9%	-0.1%	9.9%	16.9%	-1.8%	-3.3%	-7.9%	.	.	9.7%
- S=c1nc(C2CCCCC2)[nH]c2ccccc12
    -14.1%	-0.1%	18.3%[20 µM]	4.9%	12.3%	.	-27.7%	i	0.4	-0.7%
- Cc1cc(CN2CCCC(C(=O)Nc3cccc(-n4cccn4)c3)C2)cc(C)c1O (stereo unspecified)
    38.5%	0.2%	-40.3%	1.6%	-8.0%	2.2%	-7.0%	i	1.6	0.8%
- COc1cccc(C2C(C(=O)c3cc4ccccc4o3)=C(O)C(=O)N2c2cc(C)on2)c1 (stereo unspecified)
    10.1%	-0.1%	16.1%	-13.7%	8.5%	-0.7%	-24.8%	i	6.4	32.0%
- COc1ccc(OC)c(NC(=S)N(CCc2c(C)[nH]c3ccccc23)Cc2cccs2)c1
    10.4%	-0.3%	16.7%	-13.9%	10.9%	-2.9%	-18.6%	i	1.7	2.1%
- CCc1c(C(=O)N2CCN(c3ccccc3F)CC2)[nH]c(C)c1C(C)=O
    18.8%	-0.1%	-26.2%	-6.7%	11.9%	0.2%	20.9%	i	0.8	-1.1%
- CCn1c(N2CCN(C(=O)Nc3ccc(F)cc3)CC2)nc2ccccc21
    -1.2%	-0.2%	-12.6%	15.4%	14.5%	1.1%	5.2%	i	0.3	-0.1%
- COc1ccccc1C(CNc1ncnc2sc(C)c(C)c12)N(C)C (stereo unspecified)
    18.9%	-0.2%	-13.2%	-1.5%	8.9%	2.5%	10.4%	i	1.0	2.1%
- COc1ccc(-c2noc(-c3ccoc3C)n2)cc1
    -47.8%	0.1%	14.2%	13.0%	5.2%	-2.9%	-59.6%	i	0.9	0.8%
- O=c1[nH]ncc(N/N=C/c2ccccc2)c1Cl
    -5.3%	-0.1%	-8.8%	4.5%	-3.4%	.	-9.0%	i	13.4	-1.2%
- c1ccc(CSc2ccc3nnc(-c4ccccn4)n3n2)cc1
    -5.9%	1.0%	-6.5%	-2.3%	-2.5%	-2.3%	-50.9%	i	0.3	-2.2%
- COc1ccc(/C=C2\SC(=Nc3ccccc3)NC2=O)cc1
    -22.6%	-0.2%	-41.2%	2.1%	-0.4%	-1.4%	8.2%	.	.	8.6%
- O=S(=O)(/C=C/c1ccccc1)N1CCN(Cc2ccccc2)CC1
    13.4%	-0.2%	3.1%	6.4%	3.7%	-2.3%	-28.8%	i	0.1	28.9%
- C=C1N(c2cccc(Cl)c2)C(=O)OC1(C)C
    6.8%	-0.1%	9.3%	-1.2%	0.9%	.	-22.2%	i	0.5	-1.7%
- CCCc1nc(SCc2ccc(OCC)cc2)n[nH]1
    2.2%	0.0%	-18.3%	4.3%	5.3%	3.1%	-2.3%	i	0.5	-0.4%
- CS(=O)(=O)N(CC(=O)N1CCc2ccccc2C1)c1ccc2c(c1)OCO2
    -18.8%	0.2%	30.8%	2.5%	-5.6%	2.1%	-10.9%	i	0.8	1.2%
- COCCCn1nnnc1SCC(=O)Nc1nc2ccccc2s1
    6.9%	0.6%	6.2%	-5.9%	7.7%	0.4%	-15.0%	.	.	0.5%
- N#Cc1nc(-c2ccc(OCc3ccccc3)cc2)oc1NCCCN1CCOCC1
    8.7%	-0.1%	-16.0%	10.6%	1.1%	2.2%	-24.6%	i	0.4	-1.8%
- COc1ccc(C(=O)NC(=S)N2CCOCC2)cc1[N+](=O)[O-]
    -5.1%	-0.2%	28.7%	-1.1%	-1.5%	-2.1%	-17.3%	i	3.7	-1.1%
- COc1ccc(N2CCN(C(CNC(=O)CC(C)(C)C)c3ccc4c(c3)OCO4)CC2)cc1 (stereo unspecified)
    17.4%	-0.2%	-52.7%	3.2%	0.8%	-0.5%	-13.3%	i	1.5	-0.4%
- O=C(NC1CC2CCC(C1)N2Cc1nnnn1Cc1ccco1)NC12CC3CC(CC(C3)C1)C2 (stereo unspecified)
    7.1%	0.0%	-3.9%	0.9%	7.3%	-2.1%	-25.5%	i	1.7	15.6%
- Cc1nc(N2CCCC2)c2ccsc2n1
    4.9%	-0.2%	-14.0%	3.2%	-8.1%	-2.7%	-7.8%	i	1.3	-1.4%
- O=C(Nc1cc(Cl)ccc1O)c1cc(-c2ccco2)on1
    -6.8%	0.0%	-13.4%	15.9%	17.7%	2.6%	-58.8%	?	.	4.6%
- Cc1ccc(C(=O)N/C(=C\c2cccs2)C(=O)NCCc2c[nH]c3ccccc23)cc1
    -10.9%	0.0%	30.8%	3.2%	-5.4%	-2.5%	-30.9%	i	0.5	-3.0%
- S=c1[nH]nc(-c2ccncc2)n1/N=C/C(Cl)=C\c1ccccc1
    3.8%	-0.1%	-110.4%[20 µM]	29.0%	5.5%	-5.3%	-13.4%	i	0.2	3.2%
- COC(=O)c1sc(-c2ccc(Cl)cc2)cc1N
    -23.5%	0.2%	15.2%	-17.5%	5.6%	-3.8%	-7.5%	i	0.3	0.4%
- Cc1cc(C)nc(SCC(=O)NNC(=O)c2cccs2)n1
    -5.2%	0.3%	-0.5%	-3.6%	-4.9%	-0.4%	-34.3%	i	0.3	-0.9%
- COc1cc(C(=O)N2CCN(C3CCCCC3)CC2)cc(OC)c1OC
    8.3%	0.2%	-29.5%[20 µM]	-5.8%	5.5%	6.9%	5.2%	i	0.2	3.9%
- O=C(COc1ccc(-c2nnc(N3CCCCC3)c3ccccc23)cc1)N1CCCCC1
    15.1%	-0.3%	0.7%	-5.1%	1.3%	-1.1%	-16.3%	i	2.0	0.2%
- COc1cc(NC(=O)c2cc(C)nc3ccccc23)cc(OC)c1
    4.1%	0.2%	6.0%	-11.9%	3.3%	-2.2%	-14.5%	i	0.1	0.6%
- OCCNc1nc(-c2ccccc2)nc2c1oc1ccccc12
    -32.8%	0.1%	-9.6%	11.2%	2.1%	4.7%	-13.1%	i	0.5	0.9%
- Cc1cc(NC(=O)COC(=O)C2CCN(C(=O)c3ccc(Cl)cc3)CC2)no1
    15.9%	0.7%	1.3%	-3.2%	3.5%	6.8%	7.5%	i	0.4	0.6%
- CCN(CC)CCCNC(=O)c1ccc2c(Cl)c3c(nc2c1)CCCC3
    14.0%	0.0%	-77.4%	8.8%	-1.2%	1.0%	-38.9%	i	0.2	-0.4%
- CC(C)N(C(=O)Nc1ccc2nccnc2c1)C(C)C
    9.3%	-0.2%	8.4%	-20.1%	-8.0%	-1.8%	-5.6%	i	0.3	0.2%
- CC(CCc1ccccc1)NC(=O)CCc1cn(C)c2ccccc12 (stereo unspecified)
    -7.6%	-0.1%	-20.5%	-4.8%	-6.9%	-1.7%	-9.8%	i	0.6	0.3%
- COc1ccc(N2CCN(C(CNC(=O)c3ccc4c(c3)OCO4)c3cccnc3)CC2)cc1 (stereo unspecified)
    -1.1%	-0.1%	0.8%	6.5%	6.0%	8.5%	2.0%	i	1.2	-2.3%
- Cc1cc(C)c2c(-n3cccc3)c(C(=O)O)sc2n1
    3.2%	-0.3%	5.4%	-15.3%	-6.3%	-1.0%	-12.2%	i	4.6	1.4%
- O=C(Cc1ccc(-c2ccccc2)cc1)N1CCOCC1
    -5.2%	-0.1%	16.9%	4.8%	2.7%	2.7%	-25.5%	i	1.7	-1.4%

# A second format for some results above.
Cc1cc(NC(=O)COC(=O)C2CCN(C(=O)c3ccc(Cl)cc3)CC2)no1
  NOD2 inhibition = 15.9%	GPR55 beta-arrestin = 0.7%	KOR beta-arrestin-1 = 1.3%	GPR35 arrestin U2OS = -3.2%	GPR55 LPI antagonism = 3.5%	KOR beta-arrestin-2 = 6.8%	NOD1 NF-kB reporter = 7.5%	Myeloid diff MLP = i	Myeloid diff MLP GFP+ MAC1+ % = 0.4	HIV peptide binding = 0.6%
CCN(CC)CCCNC(=O)c1ccc2c(Cl)c3c(nc2c1)CCCC3
  NOD2 inhibition = 14.0%	GPR55 beta-arrestin = 0.0%	KOR beta-arrestin-1 = -77.4%	GPR35 arrestin U2OS = 8.8%	GPR55 LPI antagonism = -1.2%	KOR beta-arrestin-2 = 1.0%	NOD1 NF-kB reporter = -38.9%	Myeloid diff MLP = i	Myeloid diff MLP GFP+ MAC1+ % = 0.2	HIV peptide binding = -0.4%
CC(C)N(C(=O)Nc1ccc2nccnc2c1)C(C)C
  NOD2 inhibition = 9.3%	GPR55 beta-arrestin = -0.2%	KOR beta-arrestin-1 = 8.4%	GPR35 arrestin U2OS = -20.1%	GPR55 LPI antagonism = -8.0%	KOR beta-arrestin-2 = -1.8%	NOD1 NF-kB reporter = -5.6%	Myeloid diff MLP = i	Myeloid diff MLP GFP+ MAC1+ % = 0.3	HIV peptide binding = 0.2%

# High-throughput results deposited in PubChem BioAssay by several laboratories.
